Compound activity (PubChem BioAssay)
MITF TRPM1 inh: reduces MITF-dependent TRPM1 promoter luciferase signal | SK-MEL-5 TRPM1 promoter luciferase, 24 h | inhibition, % at 12.5 µM | 330,000 compounds, 0.83% hits;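 active = mean inhibition across replicates of 60% or more, whatever share of single replicates reaches that level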; also: values of inactives mirror those of a sister screen read the other way
NR2E3 ag-1: activates human photoreceptor nuclear receptor NR2E3; Q9Y5X4; GST-NR2E3/biotin-RetCOR TR-FRET, 1536-well; inhibition of corepressor binding, % at 4.78 µM; 320,000 compounds, 0.12% hits; AID 2300;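 active = percent inhibition above the cutoff of mean plus 3 SD of all tested compounds, set per screening campaign, cut at about 20% in these data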;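 also: 0% = DMSO wells and 100% = biotin wells as full block of FRET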
Target sequence (Q9Y5X4 whole entry, looked up): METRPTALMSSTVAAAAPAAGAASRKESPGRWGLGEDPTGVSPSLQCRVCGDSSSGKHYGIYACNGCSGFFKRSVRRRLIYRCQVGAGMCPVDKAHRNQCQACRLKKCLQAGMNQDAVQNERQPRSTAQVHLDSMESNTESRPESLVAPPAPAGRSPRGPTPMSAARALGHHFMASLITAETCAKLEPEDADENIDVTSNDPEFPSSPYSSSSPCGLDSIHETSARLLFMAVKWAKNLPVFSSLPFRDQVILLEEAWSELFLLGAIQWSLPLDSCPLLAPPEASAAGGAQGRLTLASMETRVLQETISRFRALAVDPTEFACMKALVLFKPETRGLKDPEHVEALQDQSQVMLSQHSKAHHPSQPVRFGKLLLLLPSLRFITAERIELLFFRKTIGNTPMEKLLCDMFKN
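Format: 1536-well format; test system: GST-NR2E3 and biotin-RetCOR proteins; read-out basis: percent inhibition of TR-FRET ratio; timing: 5 h incubation at 4 °C; detection: time-resolved FRET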
NR2E3 ag-2: agonists of human NR2E3 nuclear receptor. CHO-S Gal4-NCOR/VP16-NR2E3 two-hybrid, luciferase. AID 602229. Q9Y5X4. 360,000 compounds, 0.35% hits. inhibition of corepressor binding, % at 3.98 µM;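 active = inhibition above the mean of all tested compounds plus 3 SD, cut at about 70% in these data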;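 also: 0% = DMSO with NR2E3 transfected cells and 100% = cells lacking NR2E3 construct; higher means lower luciferase signal from less NR2E3 corepressor binding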
HIF-2a block: inhibitors of HIF-2a | inhibition, % at 18.8 µM | 786-0 RCC cells HIF-2a reporter, luciferase luminescence, overnight | 360,000 compounds, 0.72% hits;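 active = inhibition of the luminescence signal of 40% or more relative to plate controls, in a single-dose primary screen at 18.75 µM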
Shn3 inh set2: reduces Shn3 3'UTR luciferase signal in osteoblasts. Clone20 osteoblast Shn3 3'UTR firefly luciferase, 24 h. inhibition, % at 12.5 µM. 360,000 compounds, 0.52% hits. AID 588674;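 active = mean inhibition of at least 75% with every replicate also reaching 75%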;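 also: 0% = median of neutral control wells and 100% = pilot-screen positive control compound; some compounds past the cut are filed as inactive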
iPSC survival up: increases survival of single human iPS cells; survival enhancement, % at 20 µM; hiPSC single-cell survival, ATPlite luminescence; 100% = ROCK inhibitor wells, 0% = DMSO; AID 602274; 360,000 compounds, 0.044% hits; in the data active = survival enhancement above about 18%;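 also: cells exposed to compounds for 16 hours before the ATP read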
TWEAK-Fn14 inh: blocks TWEAK-Fn14 interaction in a reporter cell assay. TWEAK-stimulated Fn14 reporter cells, luciferase luminescence, 8 h. inhibition, % at 10 µM. 360,000 compounds, 2% hits; in the data active = inhibition above about 50%
KKLEB tox: counter-screen for CF NF-kB inhibitors: cytotoxicity; activity change (cytotoxicity), % at 5 µM; KKLEB CF airway cells viability, ATPlite luminescence, overnight; hits give low values; cells stimulated with P. aeruginosa culture filtrate; AID 602141; 360,000 compounds, 0.36% hits;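 active = corrected activity change at or below -50% at 5 µM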
CF NFkB block: cystic fibrosis NF-kB activation inhibition. KKLEB NF-kB-GFP reporter, PAF-induced, GFP fluorescence overnight. inhibition, % at 5 µM. 360,000 compounds, 0.86% hits;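 active = at least 50% inhibition at 5 µM, scaled per plate between neutral and stimulator controls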;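 also: PAF is a Pseudomonas aeruginosa culture filtrate used as stimulus; plate controls were PAF-stimulated DMSO wells for no effect and unstimulated DMSO wells for full effect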
aDG glyco up: increases alpha dystroglycan glycosylation; Pro5-aDG cells, alpha-DG glycosylation AlphaScreen (IIH6); 0% Pro5, 100% B10-LARGE cell signal; activation, % at 10 µM; 360,000 compounds, 0.22% hits; AID 624168;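 active = activation of at least 8% versus controls, or a plate z-score of at least 8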;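 also: Pro5 are CHO cells carrying HIG-tagged alpha-DG that lacks glycosylation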
Peg3 prom inh: inhibitors of Peg3 promoter. 360,000 compounds, 1.7% hits. AID 588405. inhibition, % at 20 µM. HeLa PEG-Prom luciferase reporter, luminescence, overnight;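 active = inhibition of at least 50% at 20 µM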
* hit, by the source's call; x = not tested or not shown.

Results follow in this order: MITF TRPM1 inh, NR2E3 ag-1, NR2E3 ag-2, HIF-2a block, Shn3 inh set2, iPSC survival up, TWEAK-Fn14 inh, KKLEB tox, CF NFkB block, aDG glyco up, Peg3 prom inh
O=C(CSc1nnc(-c2ccccc2F)o1)Nc1ccc(N2CCOCC2)cc1
  -36, 3, -13, -89, -33, -0.4, 0, -5, -9, -0.3, -84
COc1ccc(S(=O)(=O)c2c(O)cc(C)c(NS(=O)(=O)c3ccccc3)c2C)cc1
  1, 4, -34, 20, 17, 0.0, 10, 6, 3, 0.0, 23
Cn1c(N)c(N2CCCCC2)c(=O)n(CC(=O)Nc2ccc(Cl)c(Cl)c2)c1=O
  13, 1, 11, 19, 10, 6.4, 5, -14, 7, -0.2, 32
Cc1cc(-c2ccccc2)nc2cc(C(=O)N(Cc3ccccc3)Cc3ccccc3)nn12
  -2, -5, -1, 15, 30, 1.4, 4, -15, 32, 0.0, 58*
NC(=O)C1CCN(C(=O)c2ccc(NS(=O)(=O)/C=C/c3ccccc3)cc2)CC1
  x, x, 15, 14, 3, 2.3, 3, 1, -41, -0.4, -5
O=C(CSc1nnc(NC(=O)c2cccc(Br)c2)s1)NCC1CCCO1 (centres undefined)
  -3, 1, 16, -75, -39, -0.3, -3, -1, -14, 0.4, -86
COCCNC(=O)C(NC(=O)C1CCC(C)CC1)C(C)C (centres undefined)
  -14, 4, -39, 5, x, -0.2, 6, 4, -4, -0.2, 4
COc1ccc(C(=O)Nc2ccc(NC(=O)c3cccs3)cn2)cc1
  -7, -27, -39, -6, 4, -0.2, -12, -5, 0, 0.0, -34
Cc1c(C(=O)O)sc2nc3n(c(=O)c12)CCCCC3
  7, -2, -6, 9, 4, -1.3, -6, 0, 4, -0.1, -1
C[C@@H]1CN([C@@H](C)CO)C(=O)CCCn2nncc2CO[C@@H]1CN(C)S(=O)(=O)c1ccc(Oc2ccccc2)cc1
  x, x, -18, 1, -17, -0.4, -12, 8, -3, -0.1, -8
COc1ccc(C(=O)Nc2cccc(C(C)=O)c2)c(OC)c1OC
  -28, 0, -28, -154, -16, -1.8, -17, 1, -10, -0.1, -106
O=C(CNC(=O)c1cccs1)c1ccc(Br)cc1
  -116, 6, -111, -215, -55, -0.1, 55*, 2, -1, -0.1, -357
O=C(Nc1ccc(C(=O)OC[C@@H]2CCCN3CCCC[C@H]23)cc1)c1cccc(Br)c1
  -3, 0, 3, -14, -12, 3.0, -11, -4, 15, 0.7, 4
COc1ccc(NC(=O)Nc2cc(C)cc(C)c2)cn1
  -6, -1, -31, -50, x, 0.4, 1, -3, -3, 0.0, -21
CC(C)CNC(=S)N1CCC(C(=O)c2ccc(F)cc2)CC1
  10, -1, -7, 24, 5, -0.6, -5, 6, -9, 0.1, 18
O=C(c1ccc(Cl)c(Cl)c1)N1CCC(=O)N([C@H](COCc2cccc(C(F)(F)F)c2)Cc2ccccc2)CC1
  x, x, -23, -2, x, 0.2, 27, x, x, 0.0, x
O=C(Cn1nnc(-c2ccc(CN3CCOCC3)cc2)n1)NC1CCCCC1
  -12, 3, 10, -23, 2, 1.9, 0, 2, -6, -0.2, -11
CCOc1cc(N2CCOCC2)c(OCC)cc1NC(=O)Cn1cnnn1
  -2, x, -21, 7, 26, 0.6, -3, -14, -2, -0.1, 11
COc1ccc(CN2CCC(C(=O)Nc3ccc(Oc4cccnc4)cc3)CC2)c(C)c1C
  27, -1, -9, 20, 86*, -0.2, 10, -10, 17, 2.2*, 6
O=C(O)[C@H](Cc1ccccc1)NC(=O)N1CCC(Cc2ccccc2)CC1
  -7, 0, -3, 8, -12, 0.4, -6, 7, -32, 0.3, 4
CC1CCCN(C(=S)NCc2ccccc2)C1 (centres undefined)
  -11, 3, -8, 5, 10, 1.3, 11, 5, -12, -0.1, 3
COc1ccc(CC(N)c2csc(NC(=O)c3ccccc3OC)n2)cc1 (centres undefined)
  x, x, 20, -30, 13, 2.8, 4, 0, 6, 0.0, 13
COc1ccc(CCNC(=O)CN(C2CCCCC2)S(C)(=O)=O)cc1
  -7, 3, -1, 11, 8, 0.4, 9, -2, 9, 0.2, -3
CCCOc1ccc(C(=O)N2CCCC2)cc1OC
  12, 3, -4, 10, 5, -4.2, 6, 1, -9, -0.1, 5
O=C(Nc1ccc(F)cc1)c1ccc(S(=O)(=O)NCC2CCCO2)cc1 (centres undefined)
  13, 3, 1, 14, 25, 0.0, 8, 2, 6, 0.5, 22
CC(C)(C)OC(=O)N1CCN(C(=O)c2[nH]cnc2C(=O)Nc2ccon2)CC1
  0, 3, -20, 14, -14, -2.0, 3, -22, 6, -0.4, -6
O=C(NC1CCC1)C1CCC(=O)N(Cc2ccc(Cl)cc2)C1 (centres undefined)
  x, x, -2, -17, -6, -1.4, 10, -5, 18, -0.3, -4
Oc1ccccc1Nc1nc(-c2ccccc2O)nc2ccccc12
  1, x, -18, -13, 6, 0.3, -21, 9, -20, -0.1, 1
O=c1c2ccccc2[nH]c(=S)n1CCc1ccccc1
  -20, 15, -106, -110, -42, -0.1, -8, 3, 13, -0.2, -109
COc1cccc(N2CCN(C(=O)c3ccc4nc[nH]c4c3)CC2)c1
  9, 3, -1, 6, 18, -0.4, 11, 8, 0, -0.2, 25

Exported as a markdown table: 2 of the compounds above.
| canonical_smiles | MITF TRPM1 inh | NR2E3 ag-1 | NR2E3 ag-2 | HIF-2a block | Shn3 inh set2 | iPSC survival up | TWEAK-Fn14 inh | KKLEB tox | CF NFkB block | aDG glyco up | Peg3 prom inh |
| --- | --- | --- | --- | --- | --- | --- | --- | --- | --- | --- | --- |
| C[C@@H]1CN([C@@H](C)CO)C(=O)CCCn2nncc2CO[C@@H]1CN(C)S(=O)(=O)c1ccc(Oc2ccccc2)cc1 | x | x | -18 | 1 | -17 | -0.4 | -12 | 8 | -3 | -0.1 | -8 |
| COc1ccc(C(=O)Nc2cccc(C(C)=O)c2)c(OC)c1OC | -28 | 0 | -28 | -154 | -16 | -1.8 | -17 | 1 | -10 | -0.1 | -106 |

Next records:
Results follow in this order: MITF TRPM1 inh, NR2E3 ag-1, NR2E3 ag-2, HIF-2a block, Shn3 inh set2, iPSC survival up, TWEAK-Fn14 inh, KKLEB tox, CF NFkB block, aDG glyco up, Peg3 prom inh
O=C(N/N=C/c1c(O)ccc2ccccc12)c1[nH]ncc1Br
  19, 1, -53, -222, 81, 0.3, 11, 9, 25, 0.9, -45
CCc1ccc(NC(=O)CS(=O)CC(=O)Nc2ccc(F)cc2F)cc1 (centres undefined)
  8, 2, -13, 9, 9, 1.7, 17, -4, -14, -0.2, 1
O=C(NNC(=O)c1cnccn1)c1cccc([N+](=O)[O-])c1
  -70, 2, -34, -173, -14, -1.8, 6, -17, -10, 0.0, -121
O=C(CSc1nnnn1-c1cccnc1)Nc1ccc(OCc2ccccc2)cc1
  1, -2, 13, -1, 25, -1.4, 0, 2, -15, 0.2, -1
COc1ccc(-n2c(=S)[nH]c3cc(C(=O)Nc4ccc(OC)c(OC)c4)ccc3c2=O)cc1
  15, 0, 2, 11, -19, -0.6, -6, -70*, 49, 0.0, 17
COc1ccc(-c2[nH]nc3c2C2(C(=O)N(CC(=O)O)c4ccccc42)C(C#N)=C(N)O3)cc1OC (centres undefined)
  0, 1, -15, 12, 2, 2.1, -6, -3, 5, 0.0, -7
O=C(NCc1ccccc1F)c1cccc(S(=O)(=O)NCc2ccccc2)c1
  -5, -2, -47, 14, 11, -0.2, -11, -2, 13, 0.3, 7
COc1ccc(N(C)S(=O)(=O)c2c(C)[nH]c(=O)[nH]c2=O)c(OC)c1
  13, 2, -17, 11, -8, -1.2, -11, 4, 13, 0.0, 5
CC(OC(=O)c1cccc(-n2cnnn2)c1)C(=O)Nc1ccc(F)cc1Cl (centres undefined)
  8, -5, 2, 14, 11, 0.0, -7, -36, -9, 1.7, -6
CN(C)c1ccc(C(=O)NNC(=O)c2ccc(Cl)cc2)cc1
  -19, -2, -6, -26, 3, 0.4, -44, 8, 18, 0.0, -36
O=C(c1cc(-c2ccc(Cl)cc2)n(-c2ccc(Cl)cc2)n1)N1CCOCC1
  28, 3, 3, 19, 11, -5.0, -21, 2, 6, 0.6, -5
O=C(c1cn(-c2ccccc2)nc1-c1cccnc1)N1CCN(S(=O)(=O)c2ccc(Cl)cc2)CC1
  4, x, -28, -2, -24, -1.6, -16, -18, -9, -0.2, 1
CCC(C)c1ccc(NC(=O)C2CC2)cc1 (centres undefined)
  -48, 0, -15, -140, -11, -2.9, -2, -3, -7, 0.3, -165
COC(=O)C1CCCCN1C(=O)c1ccc2oc(Cc3ccccc3)nc2c1 (centres undefined)
  -108, x, -85, -192, -55, -0.3, -39, -13, -16, 0.5, -191
N#Cc1ccc(Cn2c(=O)c(C#N)c3n(c2=O)CCC3)cc1
  7, -4, -11, 19, 9, -1.5, 1, -1, -6, -0.1, 15
COc1ccc(OCC(=O)N2CCN(C(=O)c3cccs3)CC2)cc1
  1, 1, 22, 10, -9, -2.2, -12, -1, -2, -0.2, 2
COc1cccc(OC)c1NC(=O)c1nc2c(nnn2Cc2ccccc2Cl)c(=O)[nH]1
  5, -1, 24, 29, 5, -0.7, 7, 0, -18, 0.1, 6
COC(=O)c1ccc(Cn2cnc3c(cnn3-c3ccc(F)cc3)c2=O)o1
  12, -4, -7, 6, 18, -3.4, 1, -6, -5, 0.0, 4
CCC(C)c1ccc(OCCn2ccnc2)cc1 (centres undefined)
  -12, 0, -22, -7, 33, 3.9, -1, 3, 12, 0.3, -12
Cc1c(Cl)cccc1NC(=O)CSC(C)c1nc2ccccc2c(=O)[nH]1 (centres undefined)
  4, 1, -30, 7, -12, 0.3, 1, 14, -38, 0.1, 3
CCOC(=O)N1CCN(c2nc(SC)nc3sc4c(c23)CC(C)(C)OC4)CC1
  7, -1, -10, 12, 34, 5.1, -3, -6, 16, -0.2, 25
Nc1ccc2ncccc2c1
  1, 0, -25, -23, 19, 1.3, -1, 1, -1, 0.1, -2
O=C(O)CCC(=O)N1CCc2cc(S(=O)(=O)N3CCCCC3)ccc21
  -6, 2, -12, 18, 4, 0.9, -8, -20, -10, -0.1, 7

Look-ups from the entries so far:
TWEAK-Fn14 inh, CN(C)c1ccc(C(=O)NNC(=O)c2ccc(Cl)cc2)cc1 stands at -44
MITF TRPM1 inh, O=C(c1cc(-c2ccc(Cl)cc2)n(-c2ccc(Cl)cc2)n1)N1CCOCC1 stands at 28
